RMI-FANCM inh = blocks RMI1/RMI2 complex binding to FANCM MM2 peptide | Fluorescence polarization, RMI core complex with F-MM2 peptide; active compounds read low | hit rate 0.58% among 70,000 | AID 1159607 | FP signal (polarization) at 33 µM; in the data active = FP signal below about 40; note: inactives centre near 61; strong numbers were not always called active; unit not given here
An asterisk follows results filed as active; & = joins results of further samples.

SMILES | RMI-FANCM inh
O=C(NCCC(c1ccccc1)c1ccccc1)C(=O)Nc1cccc([N+](=O)[O-])c1 | 63
O=C(Nc1nc2ccccc2s1)C(=O)N1CCC(Cc2ccccc2)CC1 | 55
O=C(NCc1cccs1)C(=O)NCC1CCN(Cc2cccs2)CC1 | 73
O=C(Nc1cccc(-c2ccc(N3CCOCC3)nn2)c1)C(F)(F)F | 52
NS(=O)(=O)c1cc(Br)c(Cl)s1 | 56
O=C(COC(=O)c1c2c(nc3ccccc13)CCCC2)c1ccc([N+](=O)[O-])cc1 | 54&56
CCOCC(=O)NCC(c1ccc(C)cc1)N1CCN(C)CC1 (configuration not stated) | 53
O=C(NCCCn1ncccc1=O)Nc1ccc(F)cc1F | 63
O=C(CN1CCc2ccccc21)Nc1nnc(-c2cccs2)s1 | 53
CCCOc1ccc(S(=O)(=O)n2cccn2)cc1C | 62
O=C1CC[C@]23C=CC(=O)NCCCCNCCCNC(=O)/C=C/c4ccc(c2c4)O[C@@H]3C1 | 64
COc1ccc(-n2c(SC)nnc2-c2cccs2)cc1 | 60

Next part; it opens with the 2 that closed the last part.
SMILES | RMI-FANCM inh
O=C1CC[C@]23C=CC(=O)NCCCCNCCCNC(=O)/C=C/c4ccc(c2c4)O[C@@H]3C1 | 64
COc1ccc(-n2c(SC)nnc2-c2cccs2)cc1 | 60
Cc1cc(C)n(CCN(C(=O)CSc2ccc(F)cc2)c2nc3ccccc3s2)n1 | 65
Cc1ccc(CSc2ccc([N+](=O)[O-])cc2)cc1 | 49
CCOC(=O)CSc1nc(SCC(=O)OCC)c2c3c(sc2n1)CCC3 | 58
O=C(Nc1nc2ccc(F)cc2s1)c1ccccc1Br | 54
CCCCCn1c(C(Cc2ccccc2)NC(C)=O)nc2ccccc21 (configuration not stated) | 59
CCOc1ccccc1NC(=O)Nc1ccc(S(=O)(=O)Nc2nc(C)cc(C)n2)cc1 | 55
CCC(C(=O)O)c1ccccc1 (configuration not stated) | 57
CC(=O)c1ccc(NC(=O)CSc2ccc(NC(=O)C(C)C)nn2)cc1 | 68
COC(=O)Cn1c(SC/C=C/c2ccccc2)nc2sc(C)c(C)c2c1=O | 62
Cc1ccc(Cl)cc1NC(=O)Cn1nc(-c2ccccc2)c2sc(N3CCOCC3)nc2c1=O | 69
CCc1ccc(S(=O)(=O)Nc2cc(N3CCCS3(=O)=O)ccc2OC)s1 | 58
O=C(NCCCn1ccnc1)C(=O)NCC1OCCN1S(=O)(=O)c1ccc2c(c1)OCCO2 (configuration not stated) | 61
CC(C)(C)C(=O)NNC(N)=S | 60
Cc1ccc(SC(=O)c2ccc(C#Cc3ccccc3)o2)cc1 | 60
OCC(O)C(O)C(O)CO (configuration not stated) | 66&51
Cc1cc(=O)oc2n[nH]c(C)c12 | 55
Clc1cc2c(c3ncccc13)OCN(CCC1=CCCCC1)C2 | 59
Cc1ccc(NC(=O)c2ccccc2NC(=O)c2cc(=O)c3ccccc3o2)c(C(=O)c2ccccc2)c1 | 62
CCc1nnc(NC(=O)CSc2nc(-c3ccccc3F)nc3c2c(=O)n(C)c(=O)n3C)s1 | 79
CCn1c(SCC(=O)Nc2cc(OC)ccc2OC)nnc1-c1cccn(C)c1=O | 63
O=C(Nc1sc2c(c1CN1CCN(C(=O)c3ccco3)CC1)CCCC2)c1ccccc1F | 76
N#Cc1c(-c2ccco2)cc(-c2ccco2)[nH]c1=O | -9
Cc1ccc(-c2ccc(=O)n(CCCNS(C)(=O)=O)n2)cc1 | 70
FC(F)(F)Oc1ccc(C2=NCCc3sccc32)cc1 | 62
CC(C)(C)c1csc(CN2CCN(CC(=O)Nc3ccc4c(c3)OCO4)CC2)n1 | 58
COc1cc(C)c(C)cc1S(=O)(=O)Nc1ccc2c(c1)C(=O)N(C)c1cc(C)ccc1O2 | 57
O=C(Nc1nccs1)c1cc(S(=O)(=O)NC2CCCC2)c(Cl)cc1Cl | 62
FC(F)(F)c1ccc(-c2noc(-c3ccno3)n2)cc1 | 49
Cc1cc(C(=O)N/N=C\C(Br)=C\c2ccccc2)n[nH]1 | 62
COc1ccc(CC(=O)NCCc2cn3ccc(C)cc3n2)cc1 | 56
COc1ccc(NC(=O)c2cnc3c(c(C)nn3-c3ccccc3)c2Cl)c(OC)c1 | 57
C=CCN1C(=O)C(C)(C)COc2cc(NC(=O)COc3ccc(Cl)cc3Cl)ccc21 | 57
CN(C)C=Nc1nnc(SCC#N)s1 | 55
Fc1ccc(N2CCN(Cc3cnc(-c4ccccc4)[nH]3)CC2)cc1 | 59
CC(NC(=O)c1ccccc1)C(O)c1ccccc1 (configuration not stated) | 66
Cc1cccn2cc(CCNC(=O)c3ccc(C(F)(F)F)cc3)nc12 | 57
C=CCSc1nnc(NC(=O)CCCN2C(=O)c3cccc4cccc(c34)C2=O)s1 | 57
CCCCCCNC(=O)NCCCC(=O)O | 53
COc1ccc(NC(C)=O)cc1NC(=O)Cc1cc(=O)[nH]c(SCc2ccccc2)n1 | 60
COc1cccc(-c2[nH]ncc2-c2nc(-c3cc(OC)c(OC)c(OC)c3)no2)c1 | 81
CC(=O)N[C@@H](CC(C)C)C(=O)O | 65&55
CC(=O)N1CCc2ccc(NC(=O)Cc3cccc(C)c3)cc2C1 | 77
Cn1c(C2CCCN(S(C)(=O)=O)C2)nn(CC(=O)NC2CCCCC2)c1=O (configuration not stated) | 61
CN(C)S(=O)(=O)c1ccc(C(=O)Nc2nnc(-c3ccc(Br)s3)o2)cc1 | 66
CC(C)S(=O)(=O)c1csc(C(=O)Nc2ccc(F)cc2)c1N | 61
COc1ccc(S(=O)(=O)N(CCC#N)C2CCc3ccccc32)cc1OC (configuration not stated) | 55
Cc1noc(C)c1S(=O)(=O)N1CCC(c2nnc(-c3ccco3)o2)CC1 | 57
COc1ccc(CCN2C(=O)C3N=NN(c4ccccc4)C3C2=O)cc1OC (configuration not stated) | 53
CSc1nc(N)nc(-c2ccncc2)n1 | 56
CCOC(=O)c1ccccc1NC(=O)CSc1nccn2nc(-c3ccc(OC)cc3)cc12 | 86
O=C1CSC(=Nc2cccc3ccccc23)N1 | 57
Cc1cccc(NS(=O)(=O)c2ccc(F)c(Cl)c2)c1 | 74
N#CC1c2ccccc2C=CN1C(=O)C1=CCCCC1 (configuration not stated) | 52
Clc1ccccc1N=C1SCCS1 | 57
CCOc1coc(C(=O)NCCc2ccc(Cl)cc2)cc1=O | 63
Cc1nccnc1-c1ccnn1S(=O)(=O)c1ccccc1 | 53
CC(=O)c1cccc(NC(=O)Cn2cnc3c(sc4cccc(Cl)c43)c2=O)c1 | 77
COc1ccc(CC(=O)NNC(=S)NCC2CC2)cc1OC | 54
Cc1ccc2oc(C(=O)NCc3c(F)cccc3F)cc2n1 | 55
O=C(Nc1ccccc1N1CCOCC1)c1sc2ccccc2c1Cl | 51

Look-ups from above:
N#CC1c2ccccc2C=CN1C(=O)C1=CCCCC1 (configuration not stated) in RMI-FANCM inh has 52
Clc1ccccc1N=C1SCCS1 in RMI-FANCM inh has 57
O=C(Nc1ccccc1N1CCOCC1)c1sc2ccccc2c1Cl in RMI-FANCM inh has 51
COc1ccc(CC(=O)NNC(=S)NCC2CC2)cc1OC in RMI-FANCM inh has 54

Among those listed so far, 15 contain two or more sulfur atoms:
SMILES | RMI-FANCM inh
O=C(NCc1cccs1)C(=O)NCC1CCN(Cc2cccs2)CC1 | 73
NS(=O)(=O)c1cc(Br)c(Cl)s1 | 56
O=C(CN1CCc2ccccc21)Nc1nnc(-c2cccs2)s1 | 53
COc1ccc(-n2c(SC)nnc2-c2cccs2)cc1 | 60
Cc1cc(C)n(CCN(C(=O)CSc2ccc(F)cc2)c2nc3ccccc3s2)n1 | 65
CCOC(=O)CSc1nc(SCC(=O)OCC)c2c3c(sc2n1)CCC3 | 58
COC(=O)Cn1c(SC/C=C/c2ccccc2)nc2sc(C)c(C)c2c1=O | 62
CCc1ccc(S(=O)(=O)Nc2cc(N3CCCS3(=O)=O)ccc2OC)s1 | 58
CCc1nnc(NC(=O)CSc2nc(-c3ccccc3F)nc3c2c(=O)n(C)c(=O)n3C)s1 | 79
O=C(Nc1nccs1)c1cc(S(=O)(=O)NC2CCCC2)c(Cl)cc1Cl | 62
CN(C)C=Nc1nnc(SCC#N)s1 | 55
C=CCSc1nnc(NC(=O)CCCN2C(=O)c3cccc4cccc(c34)C2=O)s1 | 57
CN(C)S(=O)(=O)c1ccc(C(=O)Nc2nnc(-c3ccc(Br)s3)o2)cc1 | 66
CC(C)S(=O)(=O)c1csc(C(=O)Nc2ccc(F)cc2)c1N | 61
Clc1ccccc1N=C1SCCS1 | 57

Remaining list, next part:
SMILES | RMI-FANCM inh
CS(=O)(=O)N1N=C(c2ccco2)CC1c1ccc2nccnc2c1 (configuration not stated) | 64
COc1ccc(OC)c(NC(=S)NCCO)c1 | 53
COc1cc(OC)c2c(c1)O[C@H](c1cc(OC)c(=O)c3c(OC)c(OC)cc([C@H]4Oc5cc(OC)cc(OC)c5C[C@H]4O)c3c1)[C@H](O)C2 | 54
S=C(c1c[nH]c2ccccc12)N1CCOCC1 | 64
O=C(c1ccc([N+](=O)[O-])o1)N1CCN(c2nc3c(Cl)cccc3s2)CC1 | 50
CCCN(CCC)S(=O)(=O)c1ccc(C(=O)OCCN2C(=O)C3C4c5ccccc5C(c5ccccc54)C3C2=O)cc1 (configuration not stated) | 54
O=c1[nH][nH]c(=S)n1-c1cccc(F)c1 | 60
CSc1ccc(Cc2nnc(NC(=O)c3cccc(C(F)(F)F)c3)o2)cc1 | 62
COc1ccc(C)cc1S(=O)(=O)Nc1ccc2c(c1)CN(C(=O)c1ccccc1)CC2 | 63
COc1ccc(/C=N\NC(=O)Cn2nc(-c3ccccc3)c(-c3ccccc3)nc2=O)cc1 | 52
CCNC(=O)Cc1csc(SCc2cc(OC)cc(OC)c2)n1 | 67
Cc1ccc(-c2nc(C)c(CCNC(=O)c3ccccc3Br)s2)cc1 | 59
COc1cc(NC(=O)NCC(c2ccc3c(c2)CCN3C)N2CCCC2)cc(OC)c1 (configuration not stated) | 68
CN1CCN(NC(=O)c2ccc3nccnc3c2)CC1 | 59
Cc1noc(C)c1S(=O)(=O)Oc1ccc(Cl)cc1 | 54
Cc1ccc(NC(=O)CCCn2nc(-c3ccc(Cl)cc3)ccc2=O)cc1C | 71
FC(F)(F)c1ccc(-n2ccnc2)nc1 | 56
CCCc1cc(=O)[nH]c(-n2nc(C)cc2NC(=O)c2cc3ccccc3o2)n1 | 55
Cc1ccc2c(CC(=O)N3CCN(c4ccccc4Cl)CC3)cc(=O)oc2c1 | 63
COc1cc(NS(=O)(=O)c2ccc(NC(=O)COc3ccccc3Cl)cc2)nc(OC)n1 | 59
CC12COC3(C(N)=O)CC1CCC32C (configuration not stated) | 53&50
COc1ccc(NC(=O)c2cc(-c3ccccc3)nc3c2c(C)nn3C2CCS(=O)(=O)C2)cc1 (configuration not stated) | 74
N#CC(NC(=O)c1ccccc1)=C(Br)Br | 66
O=C(COc1ccc(Cl)cc1)N1CCN=C1SCc1cccnc1 | 62
O=C(NC(=O)c1csc([N+](=O)[O-])c1)NN1CCOCC1 | 56
O=C(NCCSc1ncc(-c2ccccc2)[nH]1)C(=O)Nc1ccccc1[N+](=O)[O-] | 54
COC(=O)Cn1c(=NC(=O)c2ccc3c(c2)CCCC3)sc2cccc(Cl)c21 | 66
CN1C(=O)C(C)(C)COc2ccc(NS(=O)(=O)c3ccc(Cl)s3)cc21 | 67
Cc1ccc(C(=O)c2ccc(CC(=O)O)n2C)cc1 | 64&51
CSc1n[nH]c(-c2ccc(Cl)cc2)c1C#N | 58
O=[N+]([O-])c1c(SCCO)ccc2nsnc12 | 58
Cc1nc(CSc2n[nH]c(C(F)(F)F)n2)cs1 | 53
CCCN(Cc1ccco1)S(=O)(=O)c1ccc(OC)c(OC)c1 | 62
CCOC(=O)Cc1csc(NC(=O)c2cc3nc(C)ccc3o2)n1 | 63
O=C(CSCCS(=O)(=O)c1ccc(Cl)cc1)Nc1ccccc1Cl | 58
COc1ccc(C2=NN(S(C)(=O)=O)C(c3ccc(F)cc3)C2)cc1 (configuration not stated) | 120
CC(C)C(=O)c1c(C(C)C)nn2ccccc12 | 53
Cc1c(C)c(C)c(S(=O)(=O)N2CCCC2)c(C)c1C | 54
Cc1cccc(C(=O)NC(NC(=S)Nc2sc3c(c2C#N)CCCC3)C(Cl)(Cl)Cl)c1 (configuration not stated) | 60
COc1ccc(S(=O)(=O)Nc2ccc3c(c2)C(=O)N(C)CCO3)c(C)c1 | 64
Cc1csc(NC(=O)CSc2nnc(NC(=O)NC(C)(C)C)s2)n1 | 57
COc1ccc(NC(=O)C(=O)NCC(c2ccc(N(C)C)cc2)N2CCCC2)cc1 (configuration not stated) | 53
N#Cc1c(N=Cc2cccs2)sc2c1CCCC2 | 57
CN(n1cnc2ccccc2c1=O)S(C)(=O)=O | 56
NCCNC(=O)c1ccc(Cl)cc1 | 52
O=C(O)Cn1c(-c2ccccn2)nc2ccccc21 | 67
Nc1ccccc1S(N)(=O)=O | 52
CCc1c(C)nc(SCC(=O)N2CCC(Cc3ccccc3)CC2)[nH]c1=O | 58
C=CCn1c(SCC(=O)c2cc(C)n(CCOC)c2C)nc2scc(-c3ccc(C)cc3)c2c1=O | 69
O=C(C1CCN(c2ccc(-c3cccs3)nn2)CC1)N1CCN(Cc2ccccc2)CC1 | 74
COc1ccc(-c2cc(-c3ccccc3)nc(SCC(=O)NCC3CCCO3)c2C#N)cc1 (configuration not stated) | 94
O=C(NCCOc1ccc2nnc(-c3cccc(F)c3)n2n1)C1CC1 | 69
CC(=N\NCCC#N)/C(=N/OC(=O)c1ccc([N+](=O)[O-])cc1)C(=O)Nc1ccccc1 | 56
COc1ccc(NC(=O)c2sc3ccccc3c2Cl)c2ccccc12 | 61
CCOc1ccc(-n2nnc(C(N)=O)c2C)cc1 | 63
CCOc1ccc(CC(=O)Nc2nnc(-c3cc(C)n(C)n3)o2)cc1 | 69
CC12CCC(O)CC1=CCC1C2CCC2(C)C(C(=O)C[n+]3ccccc3)CCC12 (configuration not stated) | 75
O=C(CSc1ncnc2c1cnn2-c1ccccc1)N1CCOCC1 | 59
C#CCn1c(=NC(=O)c2cccc(S(C)(=O)=O)c2)sc2cc(C)c(C)cc21 | 91
CC1CCN(CC(O)Cn2c3c(c4cccc(Cl)c42)CCCC3)CC1 (configuration not stated) | 69
COc1ccccc1-n1ncc2c(C)nnc(SCC(=O)Nc3ccc4c(c3)OCCO4)c21 | 64

Screening results: PubChem, Small Molecule Screening Facility, UW Madison

The list is partial; the hit share may differ from the screen's.
